# Wee1 degr inh – Wee1 degradation inhibitors, primary screen, cell-based, HeLa, Wee1K328M-luciferase, luminescence; HeLa Luc-Wee1K328M stability; 100% = proteasome inhibitor MG132 effect; reporter increase, % at 5 µM; actives 1.2% (n = 220,000); AID 1321, 2008;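 active = activation above the mean of all tested compounds plus 3 SD, set per screening run, cut at about 8.8% in these data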;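 note: cells exposed to compound for 20 h before luminescence read; 0% = DMSO alone and 100% = MG132 at 30 µM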
# S1P4 ag – S1P4 receptor agonists, primary screen, cell-based | activation, % at 4.98 µM | S1P4-expressing cell line, agonist reporter assay | AID 1509, 2009 | Sphingosine 1-phosphate receptor 4 (Homo sapiens), O95977 | actives 0.35% (n = 220,000); in the data active = activation above about 11%;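 note: 0% = DMSO vehicle and 100% = reference agonist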
# S1P4 antag – S1P4 receptor antagonists, primary screen, cell-based; Sphingosine 1-phosphate receptor 4 (Homo sapiens), O95977; S1P4-expressing cells, antagonist mode, reporter read-out; inhibition, % at 4.98 µM; actives 0.26% (n = 220,000); AID 1510, 2009; in the data active = inhibition above about 29%;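 note: 0% = wells stimulated with agonist and 100% = vehicle wells without agonist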
# PERK inh – block of dimerizer-induced PERK translation repression, primary screen, PERK inhibitor project, CHO PERK-DD cells, SEAP luminescence, HTS. Eukaryotic translation initiation factor 2-alpha kinase 3 (Homo sapiens), Q9NZJ5. CHO PERK-DD fusion, SEAP luminescence translation reporter. inhibition, % at 5.6 µM. actives 0.17% (n = 220,000). AID 1416, 2008;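 active = inhibition above the mean inhibition of all tested compounds plus 3 SD, set separately per screening campaign, cut at about 2.9% in these data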;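 note: PERK kinase domain activated by AP20187 dimerizer at 100 nM; 0% = DMSO with dimerizer and 100% = rapamycin at 8.4 µM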
# Mdm2 ligase inh – MDM2-luciferase reporter signal enhancers, primary screen, MDM2 E3 ligase inhibitor project, cell-based, luminescence, 1536-well | E3 ubiquitin-protein ligase Mdm2 (Homo sapiens), Q00987 | AID 1230, 2008 | signal enhancement, % at 5 µM | actives 0.11% (n = 210,000) | cell-based MDM2 ubiquitination luciferase reporter, 2 h; 0 = plate control, 100 = twice control, blank-subtracted;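 active = signal enhancement of 30% or more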;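 note: luminescence tracks abundance of the self-degrading MDM2-luciferase fusion protein; higher signal means inhibition of MDM2 E3 ligase activity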
#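 Assay system: stable mammalian line carrying autodegrading MDM2–luciferase fusion reporter; amount: 2000 cells seeded into each well; buffer or medium: DMEM; benchmarks: plate control and blank wells; signal: luciferase luminescence; timing: 2 h compound exposure at 37 °C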
# eIF4E-4G inh – eIF4E–eIF4G protein interaction inhibitors, primary screen, biochemical, uHTS, TR-FRET, eIF4GI fragment; Eukaryotic translation initiation factor 4E (Mus musculus) + Eukaryotic translation …; TR-FRET eIF4E-eIF4GI(517-606) binding, 2 h; inhibition, % at 21.7 µM; actives 0.37% (n = 220,000); AID 782, 2007;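 active = inhibition above about 30%, limit read from the data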;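 note: 0% = full FRET control wells and 100% = background wells lacking eIF4GI fragment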
# Target sequence (P63073 whole entry, looked up, the tested form may be a part): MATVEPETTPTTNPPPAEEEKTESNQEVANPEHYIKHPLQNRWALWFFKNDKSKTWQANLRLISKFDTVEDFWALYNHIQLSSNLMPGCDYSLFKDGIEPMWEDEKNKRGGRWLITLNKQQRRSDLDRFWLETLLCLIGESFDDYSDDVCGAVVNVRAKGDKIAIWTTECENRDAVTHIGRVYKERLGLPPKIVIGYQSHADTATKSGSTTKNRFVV
# Target sequence (Q04637 whole entry, looked up, the tested form may be a part): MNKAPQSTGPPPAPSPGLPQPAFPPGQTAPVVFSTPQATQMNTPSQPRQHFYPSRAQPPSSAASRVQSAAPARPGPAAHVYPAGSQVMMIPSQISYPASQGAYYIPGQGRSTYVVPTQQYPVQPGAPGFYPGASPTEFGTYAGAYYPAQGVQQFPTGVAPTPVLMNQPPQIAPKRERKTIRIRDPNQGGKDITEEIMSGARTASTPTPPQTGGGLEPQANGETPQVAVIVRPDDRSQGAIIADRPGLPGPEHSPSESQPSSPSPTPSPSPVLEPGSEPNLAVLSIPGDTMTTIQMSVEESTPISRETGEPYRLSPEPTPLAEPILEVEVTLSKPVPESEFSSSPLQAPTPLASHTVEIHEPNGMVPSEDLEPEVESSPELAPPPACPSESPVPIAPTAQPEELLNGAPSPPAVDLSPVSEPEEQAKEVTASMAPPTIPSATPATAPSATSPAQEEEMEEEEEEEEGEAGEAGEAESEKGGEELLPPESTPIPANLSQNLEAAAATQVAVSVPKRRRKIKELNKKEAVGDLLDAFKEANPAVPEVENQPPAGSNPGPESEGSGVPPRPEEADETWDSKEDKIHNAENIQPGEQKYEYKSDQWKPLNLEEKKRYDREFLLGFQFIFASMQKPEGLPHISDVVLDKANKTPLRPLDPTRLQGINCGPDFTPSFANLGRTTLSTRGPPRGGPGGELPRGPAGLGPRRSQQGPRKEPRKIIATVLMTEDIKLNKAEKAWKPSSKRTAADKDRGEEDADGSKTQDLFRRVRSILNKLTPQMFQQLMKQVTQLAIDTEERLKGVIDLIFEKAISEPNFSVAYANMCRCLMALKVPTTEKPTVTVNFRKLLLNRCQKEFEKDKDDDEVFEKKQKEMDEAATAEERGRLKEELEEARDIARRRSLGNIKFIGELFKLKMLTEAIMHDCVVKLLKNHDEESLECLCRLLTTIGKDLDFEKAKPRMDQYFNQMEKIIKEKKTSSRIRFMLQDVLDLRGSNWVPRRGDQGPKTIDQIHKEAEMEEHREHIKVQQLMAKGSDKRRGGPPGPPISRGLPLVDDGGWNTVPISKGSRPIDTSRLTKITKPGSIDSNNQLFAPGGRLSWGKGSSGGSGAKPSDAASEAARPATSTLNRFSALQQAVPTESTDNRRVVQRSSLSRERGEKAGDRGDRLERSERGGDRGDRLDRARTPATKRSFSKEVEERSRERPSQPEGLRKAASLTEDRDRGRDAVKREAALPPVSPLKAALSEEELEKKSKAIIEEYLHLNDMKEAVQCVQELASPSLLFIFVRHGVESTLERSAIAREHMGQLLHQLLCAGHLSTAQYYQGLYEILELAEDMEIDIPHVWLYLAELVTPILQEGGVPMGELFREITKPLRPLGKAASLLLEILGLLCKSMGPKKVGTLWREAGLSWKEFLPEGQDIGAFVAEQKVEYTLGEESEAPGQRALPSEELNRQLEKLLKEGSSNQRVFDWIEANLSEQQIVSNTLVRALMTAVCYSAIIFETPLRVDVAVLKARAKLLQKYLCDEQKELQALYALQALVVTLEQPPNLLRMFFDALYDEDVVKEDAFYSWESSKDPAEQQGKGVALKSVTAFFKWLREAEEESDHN
# NPY-Y2 PAM-ag – NPY-Y2 potentiators or agonists, primary screen, cell-based | Neuropeptide Y receptor type 2 (Homo sapiens), P49146 | activation, % at 3.6 µM | actives 0.45% (n = 220,000) | cells expressing NPY-Y2, potentiator/agonist read-out; in the data active = activation above about 27%;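 note: cells stimulated with NPY near EC25 plus isoproterenol at EC100; 0% = vehicle plus submaximal agonist and 100% = vehicle plus saturating agonist; some results beyond the cut were filed as inactive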
# Ba/F3 V617F tox – reduced viability of JAK2V617F-dependent Ba/F3 cells, primary screen, JAK2V617F inhibitor project, cell-based, Ba/F3 EpoR-JAK2V617F, luminescence | ATP luminescence | inhibition, % at 5.6 µM | actives 1.1% (n = 220,000) | AID 1446, 2008;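 active = inhibition above the campaign mean plus 3 SD over all tested compounds, cut at about 24% in these data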;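 note: cytokine-independent growth of Ba/F3 cells driven by EpoR plus mutant JAK2; 0% = DMSO-treated cells and 100% = JAK inhibitor I control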
# BaF3 tox – parental Ba/F3 cell viability inhibition, counter-screen for JAK2V617F inhibitor project, murine pro-B, CellTiter-Glo luminescence. CellTiter-Glo ATP luminescence. inhibition, % at 5.6 µM. actives 1.1% (n = 220,000);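 active = inhibition above a per-campaign cutoff, the mean inhibition of all tested compounds plus 3 SD, cut at about 27% in these data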;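 note: 0% = DMSO wells and 100% = JAK Inhibitor I control wells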
# * marks the source's active call; other numbers are inactive results; · = no result given; [ ] = dose if it differs, or a comment.
SMILES,Wee1 degr inh,S1P4 ag,S1P4 antag,PERK inh,Mdm2 ligase inh,eIF4E-4G inh,NPY-Y2 PAM-ag,Ba/F3 V617F tox,BaF3 tox
COc1ccc2c(c1)c(C(=O)CN1CCc3ccccc3C1)c(C)n2C,-2,3.1,-2,-1.7,-4,-1,-16,-2,-2
Cc1cccc(N2C(=O)CC(Sc3nnc(C)s3)C2=O)c1 (centres undefined),-3,0.6,-4,1.0,4,2,0,-4,-1
CCc1ccc(-n2c(=O)c3ccccc3n(CC(=O)NCc3ccco3)c2=O)cc1,3,1.5,4,-0.1,-8,-1,2,5,7
CC1(C)NC(=O)N(CC(O)CN(Cc2ccccc2)Cc2ccccc2)C1=O (centres undefined),-2,0.4,12,-0.5,-5,11,4,1,8
COc1cc(/C=C2\SC(=O)N(CC(=O)Nc3cccc(C)c3)C2=O)cc([N+](=O)[O-])c1O,4,-0.4,-13,1.3,-6,0,15,1,1
C=CCc1cc(C=O)cc(OCC)c1O,4,0.8,-7,0.8,1,-1,-11,2,1
CCC1Oc2ccc(C)cc2N(Cc2cccc(C)c2)C1=O (centres undefined),-1,-0.9,-1,-0.4,-12,3,16,-4,0
O=C(O)CC1=C(Nc2ccccc2)C(=O)N(c2ccccc2)C1c1ccc(F)cc1 (centres undefined),4,1.5,0,2.6,-12,4,10,-2,3
O=C(Nc1ccc(Oc2cccc(C(F)(F)F)c2)nc1)c1ccccc1,-2,0.0,10,-0.1,-12,8,12,-4,0
CCC1CCCCN1C(=O)c1nn2cccnc2c1Cl (centres undefined),-1,-0.9,10,0.2,1,-1,-20,-1,3
CCOC(=O)c1c(NC(=O)c2ccc(Br)o2)sc2c1CCCC2,-1,-0.4,-14,1.2,-24,11,-2,-3,10
O=C(CN1C(=O)c2ccccc2C1=O)Nc1cccc([N+](=O)[O-])c1,0,0.5,0,0.5,-1,3,-2,1,6
O=C(CCc1nnc(COc2ccccc2)o1)NCc1ccccc1,3,0.9,0,0.6,2,-1,-10,1,7
CCOc1ccc(NC(=O)CC2C(=O)N(c3cccc(OC)c3)C(=O)N2C(C)C)cc1 (centres undefined),3,-1.4,23,0.6,0,-1,-15,-3,0
CCOC(=O)c1sc2nc(CC(=O)OC)nc(NCc3ccc(Cl)cc3)c2c1C,-1,1.4,-5,-0.1,-17,3,-3,-3,2
O=C(NCCc1c[nH]c2ccccc12)C(=O)Nc1ccccc1,6,0.5,5,0.1,-14,4,-1,5,6
Cc1nc2ccc(Br)cn2c1C(=O)N/N=C\c1ccccc1[N+](=O)[O-],-3,0.1,-4,-0.2,9,4,-10,-1,0
O=C1CC(N2CCN(c3nc4ccccc4s3)CC2)C(=O)N1Cc1cccs1 (centres undefined),-1,1.4,-14,-0.5,-4,16,-17,2,3
Cc1nn(-c2ccc(C(=O)O)cc2)c(N)c1-c1ccccc1,2,1.5,-2,2.4,-1,0[fluorescence artefact?],-1,0,5
O=C(Nc1ccc(Cl)cc1)N1CCN(Cc2ccc3c(c2)OCO3)CC1,3,0.8,-11,-1.0,·,-12,3,3,3

# Single records, from the list above. Order of screens: Wee1 degr inh	S1P4 ag	S1P4 antag	PERK inh	Mdm2 ligase inh	eIF4E-4G inh	NPY-Y2 PAM-ag	Ba/F3 V617F tox	BaF3 tox
# Profile of O=C1CC(N2CCN(c3nc4ccccc4s3)CC2)C(=O)N1Cc1cccs1 (centres undefined) = -1	1.4	-14	-0.5	-4	16	-17	2	3
# Profile of Cc1nn(-c2ccc(C(=O)O)cc2)c(N)c1-c1ccccc1 = 2	1.5	-2	2.4	-1	0[fluorescence artefact?]	-1	0	5
# Profile of Cc1cccc(N2C(=O)CC(Sc3nnc(C)s3)C2=O)c1 (centres undefined) = -3	0.6	-4	1.0	4	2	0	-4	-1

# Remaining list, next part
SMILES,Wee1 degr inh,S1P4 ag,S1P4 antag,PERK inh,Mdm2 ligase inh,eIF4E-4G inh,NPY-Y2 PAM-ag,Ba/F3 V617F tox,BaF3 tox
CC(Oc1ccccc1)C(=O)NC1CC(C)(C)NC(C)(C)C1 (centres undefined),1,1.5,5,0.8,1,-3,10,-4,3
O=C(CSCc1ccccc1Br)NC1CC1,-1,-2.2,-7,0.4,0,3,0,0,7
COc1ccc(CC2(CO)CCN(Cc3c(C)nn(C(C)C)c3C)CC2)cc1,-1,1.3,6,-0.1,0,4,7,-2,1
Cc1cc(NC(=O)c2ccccc2O)nc(C)n1,1,2.5,-6,0.5,-12,0,12,1,7
CCCNC(=O)CSc1nc2[nH]ncc2c(=O)[nH]1,4,-0.3,-2,1.2,0,-6,-4,-5,0
COc1cccc(C2C(C#N)=C(N)OC3=C2C(=O)CC(c2ccco2)C3)c1OCc1ccc(F)cc1 (centres undefined),-2,1.4,-9,0.4,-15,-2,-1,-2,-3
COc1ccc(OC)c(NC(=O)CN2CCN(C(=O)c3ccco3)CC2)c1,3,-1.9,-2,0.8,-4,3,1,1,2
CCOC(=O)c1ccccc1NC(=O)Cn1cnc2c(cnn2-c2ccc(OC)cc2)c1=O,0,-0.6,-6,1.8,·,·,9,2,3
C/C(=N/NC(=O)CN1CCN(Cc2ccccc2)CC1)c1ccc([N+](=O)[O-])cc1,-3,2.1,-7,-0.5,-1,4,-16,3,-7
COc1ccc(OC)c(NC(=O)N[C@@H](Cc2ccccc2)C(=O)O)c1,1,-0.4,0,2.1,-21,-6,0,0,4
COC(=O)C1=C(C)N(CCc2ccccc2)C(=O)C1,0,-0.7,5,0.0,0,0,-10,-1,4
CC1=C(c2ccccc2)C(=S)NC(C)(C)C1,0,0.1,-4,-1.0,-15,1,-11,-2,-1
O=C(CCN1C(=O)C2CC=CCC2C1=O)N1CCN(c2ccccn2)CC1 (centres undefined),-3,1.2,-14,-0.4,-2,-5,11,-3,0
CC(NC(=O)NC1CCCCC1)C(c1cccs1)N1CCN(C)CC1 (centres undefined),-1,-0.2,14,0.3,-5,-4,10,-2,3
O=C(Nc1cccc(Cl)c1)ON=C1c2ccccc2-c2ccccc21,-1,3.1,-15,1.3,-5,4,-17,0,3
CC(=O)c1cccc(N=Nc2c(C)[nH]c3ccccc23)c1,1,-0.5,-17,0.1,-3,-2,16,-1,7
CC(CC(=O)O)CC(=O)Nc1cc(C(F)(F)F)cc(C(F)(F)F)c1 (centres undefined),6,0.7,16,-1.2,-8,4,-20,5,2
COc1ccc(Cl)cc1C(=O)Nc1ccccc1N1CCN(C)CC1,-1,-0.3,16,-1.3,-14,0,11,5,9
O=C(Nc1ccc(S(=O)(=O)Nc2ncccn2)cc1)C1=NN(c2ccccc2)C(=O)CC1,-4,-1.4,1,1.2,-11,2,-6,-5,-2
CC(=O)C(/C=N/c1cc(-c2ccc(C)cc2)nn1-c1ccccc1)=C(\C)O,-1,-0.8,-12,0.4,-2,2[fluorescence artefact?],5,-3,3
COc1cc(OC)cc(C(=O)NNC(=S)Nc2ccc(S(N)(=O)=O)cc2)c1,-4,2.4,0,1.1,10,-7,-3,1,6
CC(=O)Nc1sc(N/N=C/c2ccc(C)cc2)nc1-c1ccc(C)cc1,1,-0.7,5,0.0,-10,-3,5,-4,-2
O=C(CCCc1nc(-c2ccccc2)no1)N1CCOCC1,3,0.7,-16,1.2,-7,4,0,-1,-1
CCCCCCCCOC1OC(CO)C(O)C(O)C1NC(C)=O (centres undefined),3,-2.8,-20,0.5,-18,1,-8,-2,4
Fc1ccc(-c2nc3n(n2)Cc2ccccc2-3)cc1,3,-3.8,1,0.9,0,-1[fluorescence artefact?],-4,2,11
COC(=O)COc1cccc2c(=O)n(CC(=O)N3CCCc4ccccc43)ccc12,-2,2.0,3,-0.7,-4,1,-9,0,4
Cc1sc2nc(COC(=O)c3cccc(S(=O)(=O)N(C)c4ccccc4)c3)[nH]c(=O)c2c1C,-2,0.3,-9,0.3,-18,-2,-28,2,7
O=C(CNS(=O)(=O)c1ccc(Br)s1)N1CCN(c2ncccn2)CC1,1,4.3,-11,-0.4,-1,-6[fluorescence artefact?],1,5,4
CCSc1nsc(SCC)c1C(N)=O,0,-0.8,-14,1.3,-10,2,-12,-3,3
COC(=O)c1ccccc1NC(=S)N1CCN(c2ccc(OC)cc2)CC1,4,-1.7,3,-0.2,-5,7,10,-2,2
COC(=O)c1ccccc1NC(=O)c1c(Br)cnn1C,-1,-0.9,-20,0.9,9,2,-3,2,4
Cc1cc(/C=C(\C#N)C(=O)OCC(=O)NC(=O)NC(C)(C)C)c(C)n1CCC(C)C,6,2.4,-13,-0.5,-30,-1[fluorescence artefact?],0,-3,1
COc1ccc(/C=C2\C(=O)OCc3cc(OC)c(OC)cc32)cc1OC,-2,0.6,-20,0.2,4,-3,7,0,7
CCOC(=O)C1CCN(C(=O)CCc2c(C)nc3cc(-c4ccc(OC)cc4OC)nn3c2C)CC1,3,-0.2,-37,0.7,1,4,1,3,1
Cc1ccc(C)c(NC(=S)NC(C)C(c2cccs2)N2CCOCC2)c1 (centres undefined),-2,7.8,3,0.5,·,0,-7,-2,3
COc1ccc(OC(C)=O)c(C2c3cc(OC)c(OC)cc3CCN2C(C)=O)c1 (centres undefined),-2,1.1,-13,-0.6,-14,1,6,-1,6
COc1ccc(NC(=O)Cc2nnc(SCC(=O)Nc3cc(C)ccc3OC)n2C)cc1,0,-1.5,-9,-0.5,-11,1,-1,3,3
CCC(C)[C@H](NC(=O)OC(C)(C)C)c1nnc(SCc2c(C)[nH]c(=O)[nH]c2=O)o1 (some centres undefined),6,-0.3,1,0.1,1,-9,0,3,2
Cc1cc(C)nc(SCC(=O)Nc2ncccn2)n1,-2,0.5,2,2.4,-7,1,4,3,7
CC(SCC(=O)O)c1nc2ccccc2[nH]1 (centres undefined),2,0.0,-13,0.5,·,-5,2,0,0
CN(C)c1oc(-c2ccccc2Cl)nc1S(=O)(=O)c1ccccc1,1,-1.1,8,0.9,-15,-3[fluorescence artefact?],-1,1,7
O=C(Nc1c(C(=O)Nc2cccc(F)c2)oc2ccccc12)c1ccc2c(c1)OCO2,2,-2.4,-12,0.7,-15,-20[fluorescence artefact?],-12,-1,2
O=C(CN1CCOc2ccccc21)N1CCN(c2cccc(Cl)c2)CC1,-1,-1.2,-2,0.3,·,·,11,-4,6
OCCC1CN(Cc2cccs2)CCN1Cc1ccccc1 (centres undefined),0,2.1,-16,0.5,1,-1,-8,0,5
NS(=O)(=O)c1ccc(N/N=C/c2ccccc2Br)cc1,2,0.5,8,0.5,-11,1,9,-5,2
CN(C)C(=O)Nc1ccccc1CC[N+](=O)[O-],-1,-2.3,6,0.5,-13,-5,-1,-1,6
CCOC(=O)c1cc2sc(C)cc2n1CC(=O)Nc1ccc2c(c1)OCCO2,-3,-1.6,7,1.4,-27,-11,12,-4,2
